# AID inh – inhibitors of human activation induced cytidine deaminase. Q9GZX7. AID deamination FRET fluorescence, UDG-coupled, 4 h. Potency, µM (series often up to 115 µM), for the others: top-dose activity change, negative = inhibition, hits mostly inhibitors. actives 0.32% (n = 91,000). AID 1347428; note: nearly all actives have a fitted effect of over 25% in size
# Target sequence (Q9GZX7 whole entry, looked up): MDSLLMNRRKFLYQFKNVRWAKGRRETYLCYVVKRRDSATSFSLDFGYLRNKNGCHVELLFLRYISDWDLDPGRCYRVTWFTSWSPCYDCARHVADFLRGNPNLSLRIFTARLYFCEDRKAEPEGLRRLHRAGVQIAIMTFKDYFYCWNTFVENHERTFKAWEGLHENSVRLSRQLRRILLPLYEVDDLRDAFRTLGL
# UDG counterscr – counter-screen for AID inhibitors: uracil-DNA glycosylase inhibition; Potency, µM (titrated, usually from 115 µM), for inactives: top-dose activity change, negative = inhibition, usual class: inhibitors; actives 0.14% (n = 91,000); FRET deamination/UDG coupled assay, UDG read, 4 h; AID 1347430; note: nearly all actives have a fitted effect of over 65% in size
# Active calls of the source: *; ? = inconclusive; [ ] = remark or other dose. Calls come from the whole dose curve; as a rule, active = well fitted curve in the direction sought with a large enough effect; inconclusive = small, poorly fitted or top-dose-only effect, or another doubt; inactive = no such curve, though single readings can be large; an effect the other way counts as inactive or inconclusive. % is set by controls: 0 for no effect and ±100 for the full control effect; potency is the fitted concentration of half-maximal effect. A portion of the library; count on the stated rates, not on these rows.
# The line under a structure holds: AID inh | UDG counterscr
COc1cc(/C=C/C(=O)c2ccc(CC(C)C)cc2)cc(OC)c1O
→ 31.7%[activator] | 2.5%
CC(=O)NCCNC(=O)c1cc(=O)[nH]c2ccccc12
→ -4.5% | -2.3%
CC(C)=CC1C(C(=O)N(C)CC(N)=O)C1(C)C (stereo not drawn)
→ 0.2% | -3.7%
CCCCCNc1c2c(nc3ccccc13)CC(C)(C)CC2=O
→ -21.0% | -16.5%
O=C(CSc1nc2cc(C(F)(F)F)ccc2s1)c1ccc2c(c1)CCCC2
→ 3.9% | -1.5%
CC(C)N(C)C(=O)CSc1nc(NC2CC2)c2ccccc2n1
→ -4.7% | -0.8%
Cc1ccc(-c2nnc(Nc3ccc(C(N)=O)cc3)c3ccccc23)cc1S(N)(=O)=O
→ 6.2% | -6.3%
CC(=O)Nc1cccc(-c2cn3cccnc3n2)c1
→ 12.2% | -4.1%
CCc1noc(-c2ccc(N3CCCCC3)c([N+](=O)[O-])c2)n1
→ 16.2% | -8.2%
CCN1CCc2c(sc(NC(=O)Nc3cccc(Cl)c3)c2C(N)=O)C1
→ 75.1%[activator] | 5.2%
COc1ccc(Br)cc1CNC(=O)CN1CCSc2ccccc21
→ -11.5% | -8.5%
c1coc(CNCc2ccc3cc[nH]c3c2)c1
→ 16.6% | 9.9%
O=[N+]([O-])c1cccc(/C=N/O)c1
→ -0.6% | 0.9%
CC1CNC(C)(C)C(O)C1 (stereo not drawn)
→ 1.1% | -2.4%
COc1cccc(/C=C(/C#N)C(=O)c2c(Cl)cccc2Cl)c1OC
→ -1.0% | 4.8%

# (continued)
# The line under a structure holds: AID inh | UDG counterscr
CCN(CC)c1ccc(NC(=O)c2cnn3c(C(F)F)cc(-c4ccccc4)nc23)cc1
→ -26.2% | -12.8%
CCNC(=O)c1cccc(Nc2nc(CN3CCOCC3)nc3sc4c(c23)CCCC4)c1
→ -1.7% | 3.4%
Cc1cc(C(=O)N(Cc2cccs2)C2CC2)c(C)o1
→ -9.5% | -4.3%
CN(CC(=O)Nc1ccc(Cl)cc1C(F)(F)F)C1CCCc2ccccc21 (stereo not drawn)
→ -4.0% | -1.3%
CC(=O)c1ccc(NC(=O)C2=CC(c3ccc4c(c3)OCO4)=NS(=O)(=O)N2C)cc1
→ 2.5% | 4.1%
COc1ccc(C(=O)/C=C/c2cccs2)c(OC(=O)c2ccccc2)c1
→ -7.4% | -6.0%
CCOc1ccccc1NC(=O)C(CC(C)C)NC(=O)C1CCC(C)CC1 (stereo not drawn)
→ 6.1% | -8.0%
COc1ccc2cnn(CC(=O)Nc3cccc(F)c3)c(=O)c2c1OC
→ -10.9% | -4.5%
CCOC(=O)c1c(NC(=O)CSc2cn(CCNC(=O)c3ccccc3OC)c3ccccc23)sc2c1CCCC2
→ -16.6% | -5.6%
CCCOc1ccc(C(=O)Nc2ccc3oc(=O)ccc3c2)cc1
→ -5.3% | -3.6%
CCCn1c(NCc2ccccc2C)nc2ccccc21
→ -4.2% | -17.5%
O=C(O)c1ccccc1C(=O)OCCCC(F)(F)C(F)(F)F
→ -2.5% | -1.8%
COc1ccc(/C(=N\O)OC(=O)/C=C/c2ccco2)cc1
→ 0.4% | 2.8%
CCOC(=O)c1c(C)oc2nc(C)nc(N3CCN(c4ccc(C)cc4C)CC3)c12
→ 9.3% | -4.2%
O=C(Cc1coc(-c2ccccc2)n1)NCCN(C(=O)Cc1coc(-c2ccccc2)n1)C1CC1
→ -18.0% | 6.9%

# Four entries out of the list above, ordered by their value in AID inh, low to high.
molecule,AID inh
CCN(CC)c1ccc(NC(=O)c2cnn3c(C(F)F)cc(-c4ccccc4)nc23)cc1,-26.2%
COc1ccc2cnn(CC(=O)Nc3cccc(F)c3)c(=O)c2c1OC,-10.9%
Cc1cc(C(=O)N(Cc2cccs2)C2CC2)c(C)o1,-9.5%
CCOC(=O)c1c(C)oc2nc(C)nc(N3CCN(c4ccc(C)cc4C)CC3)c12,9.3%

# The listing continues:
# The line under a structure holds: AID inh | UDG counterscr
Cc1oc(-c2ccc(Cl)cc2)nc1CN1CCCC(C(=O)NCc2ccc(Cl)cc2)C1 (stereo not drawn)
→ 13.7% | -26.9%
O=C(OCc1cccc(COC(=O)c2ccc(CO)cc2)c1)c1ccc(CO)cc1
→ -4.5% | -6.4%
C/C=C/C=C/C(=O)OCC(=O)c1ccc(Br)s1
→ 29.7% | -7.7%
COCc1nnc(NC(=O)c2cc(OC)c(OC)c(OC)c2)s1
→ 1.1% | -6.5%
COc1ccc(OC)c(S(=O)(=O)NCC(c2ccco2)S(=O)(=O)c2ccccc2)c1 (stereo not drawn)
→ -6.3% | 1.4%
CCOc1ccc(CNc2ccc(N3CCOCC3)c(C(=O)O)c2)cc1
→ 3.9% | -5.3%
CCN(CC)c1ccc(N=Cc2ccc(Br)s2)cc1
→ 4.0% | -1.0%
COc1ccc(/C=C(/CC(=O)O)c2nc3ccccc3o2)cc1OC
→ 2.6% | 0.0%
Cc1cccc(NC(=O)COc2ccc3c(C)cc(=O)oc3c2)c1C
→ -2.1% | -5.6%
CC(OC(=O)c1cc(=O)c2ccccc2o1)C(=O)Nc1cc(C(F)(F)F)ccc1Cl (stereo not drawn)
→ -7.0% | 3.4%
Cc1nc2c3cccnc3nn2c(C)c1CCC(=O)NCc1ccccc1
→ 18.9% | -22.1%
Cc1nnsc1C(=O)Oc1ccc(Cl)cc1
→ 19.4% | 3.6%
Cc1ccc(C(=O)NCCCNC(=O)c2nc3ccccc3c(=O)[nH]2)cn1
→ -0.7% | -3.8%
COc1ccc(-c2[nH]c(-c3ccccc3)nc2SCC(=O)Nc2ccc3c(c2)OCCO3)cc1
→ 5.2% | 9.9%
N#C/C(=C/c1ccc(O)cc1)c1nc2ccccc2o1
→ -16.3% | ?

# (continued)
# The line under a structure holds: AID inh | UDG counterscr
Nc1nccnc1C(=O)NCCCNc1ccc(C(F)(F)F)cn1
→ 1.1% | 1.5%
Cc1ccc(CNC(=O)CN2C(=O)COc3ccc(S(=O)(=O)Nc4ccccc4)cc32)cc1
→ -5.0% | -4.7%
COc1ccc(C)c2sc(N(Cc3cccnc3)C(=O)c3cccs3)nc12
→ 6.1% | 3.1%
CCCN(CCC)C(=O)Cn1c(=O)n(-c2ccc(Cl)cc2)c(=O)c2c3c(sc21)CCCC3
→ -12.1% | -4.4%
Cc1ccc(-c2c(N)oc3ccccc3c2=O)cc1
→ -6.2% | -2.6%
CC(C)(C)NC[C@H](O)COc1nsnc1N1CCOCC1
→ 3.6% | 5.2%
COc1ccc2cnn(CC(=O)Nc3ccc(F)cc3F)c(=O)c2c1OC
→ -0.3% | 5.9%
Cc1ccc2nc(CNC(=O)c3ccccc3)[nH]c2c1
→ -2.1% | -10.2%[57.5 µM]
O=C(O)/C(=C/C=C/c1ccccc1)NC(=O)c1ccccc1
→ 1.9% | -0.2%
CCC(C)NC(=O)/C=C/c1ccc(C)cc1 (stereo not drawn)
→ -4.3% | -1.3%
COC(=O)c1ccccc1OS(=O)(=O)c1ccc2c(c1)CCC2
→ -3.8% | 0.5%
CCOC(=O)c1c(NC(=O)c2cc(=O)c3c(C)cc(C)cc3o2)sc2c1CCC2
→ -4.8% | -10.7%[57.5 µM]
Cc1c(NC(=O)c2ccccc2F)cccc1-c1nc2cccnc2s1
→ -3.5% | -5.8%[57.5 µM]
COc1ccc(OCC2c3cc(OC)c(OC)cc3CCN2C(=O)COc2ccc(Cl)cc2Cl)cc1 (stereo not drawn)
→ 111.3%[activator] | -9.2%
COc1ccc(-c2c(-c3ccc(OCCN4CCCCC4)cc3O)n[nH]c2C)cc1OC
→ -6.2% | -1.0%

# Carrying on.
# The line under a structure holds: AID inh | UDG counterscr
CCOc1ccccc1CNC(=O)C1CCCN(c2ncnc3onc(-c4ccc(F)cc4)c23)C1 (stereo not drawn)
→ 4.1% | 4.2%
Cc1ccc(-c2cc3nc(-c4ccccc4)cc(C(F)(F)F)n3n2)cc1
→ 1.8%[57.5 µM] | -5.6%[57.5 µM]
CCc1ccc(S(=O)(=O)N(C)C(C)c2nc3ccccc3s2)cc1 (stereo not drawn)
→ -7.9% | -1.5%
Cc1ccc(-n2c(-c3ccc(Br)cc3)nc3c(cnn3-c3ccccc3)c2=O)cc1
→ -17.3%[57.5 µM] | -13.5%[57.5 µM]
Cc1sc2ncnc(N3CCC(C(=O)Nc4cccc(S(=O)(=O)N5CCCC5)c4)CC3)c2c1C
→ 2.5% | 1.3%
CC(C)c1ccc(CCNC(=O)Cc2cccc3cccnc23)cc1
→ -7.3% | -0.6%
COCCNc1oc(-c2ccc(OC)cc2)nc1C#N
→ -4.6% | 4.1%
Cc1ccc(Cl)cc1NC(=O)c1cc(S(=O)(=O)N2CCCCCC2)cn1C
→ 11.4% | -2.1%
CCCCCCC1COC(c2ccc(O)cc2)OC1 (stereo not drawn)
→ -0.8% | 5.8%
COc1ccc(CNC(=O)CCc2nc3cccnc3n2Cc2ccccc2)cc1
→ -9.0% | -11.4%
Cc1cc(C)cc(COC(=O)c2cnccn2)c1
→ 8.0% | -3.1%
Cc1coc2cc3oc(=O)c(CC(=O)NCc4cccc(Cl)c4)c(C)c3cc12
→ 2.5% | -4.5%
COc1cc(CN(C(=O)c2ccc(OC(C)C)cc2)C2CCS(=O)(=O)C2)cc(OC)c1OC (stereo not drawn)
→ -29.9% | -20.2%
CCOC(=O)c1ccc(NC(=O)c2cc[n+]([O-])cc2)cc1
→ 1.4% | -8.0%
CCc1nnsc1C(=O)NCC1(c2cccc(F)c2)CCOCC1
→ 5.4% | 3.1%

# Carrying on.
# The line under a structure holds: AID inh | UDG counterscr
O=C(O)Cn1nc(-c2ccccc2)c2ccccc2c1=O
→ 2.3% | -2.2%
CC(C)(C)c1ccc(C(NC(=O)c2ccccc2)NC(=O)c2ccccc2)cc1
→ 1.0% | -4.2%
CC(=O)N1CCN(c2oc(/C=C/c3ccc(F)cc3)nc2C#N)CC1
→ -4.7% | 0.0%
CCOc1ccc2c(c1)c(C(C)=O)c(C)n2-c1ccc(OC)cc1
→ -12.9% | -8.0%
Cc1cccc(NC(=O)CCS(=O)(=O)c2cc(Br)cc3c2N(C(=O)C2CC2)CC3)c1
→ 8.2% | -5.9%
COC(C)C(=O)NC(C)c1ccc2c(c1)CCC(=O)N2 (stereo not drawn)
→ -0.4% | -0.5%
O=C(Cc1ccc(F)cc1)NCCc1csc(-c2cccc(F)c2)n1
→ -8.3% | -0.2%
CC(NCCC1(c2ccccc2)CCOC(C)(C)C1)c1ccccc1 (stereo not drawn)
→ -10.8% | -14.9%
CCOc1ccc(CNC(=O)CCn2nc(C)c3c(C)n(-c4ccccc4)nc3c2=O)cc1
→ -4.5% | -10.6%
Cc1cccc(NC(=O)Cn2nnc(C(=O)NCc3ccco3)c2N)c1
→ 11.8% | 0.2%
CCOc1ccc(C(=O)NCc2nnnn2-c2ccc(C)c(C)c2)cc1OCC
→ -0.3% | -1.8%
O=C(COc1ccc([N+](=O)[O-])cc1Cl)c1ccc2c(c1)OCCO2
→ 14.1% | -5.2%
COc1cc(OC)c(N(C)C(=O)Cn2ncc3c(=O)oc4ccccc4c32)cc1Cl
→ 15.6% | -10.8%
CCCCC(=O)NCCCCNC(=O)CCCC
→ 7.9% | 9.8%
CCn1nc(C(=O)OCC(=O)Nc2nc(-c3ccc(OC)cc3)cs2)c2ccccc2c1=O
→ -4.4% | 3.7%

# Following part.
# The line under a structure holds: AID inh | UDG counterscr
CC(=O)c1c(F)cccc1N1CCN(c2cccc(C(F)(F)F)c2)CC1
→ -8.6% | -2.1%
O=C(Cc1ccc(Br)cc1)OCc1cc(-c2ccc(Cl)cc2)no1
→ -0.8% | 2.4%
COc1ccc(CCNC(=O)c2c(O)nc3ccccn3c2=O)cc1
→ -5.2% | 4.5%
COc1cccc(NC(=O)Cn2c(=O)n(Cc3ccccc3)c(=O)c3c4c(sc32)CN(C(C)=O)CC4)c1
→ ? | -13.7%
COCCc1nn2c(=O)cc(COC(=O)c3ccc(C(C)(C)C)cc3)nc2s1
→ ? | -4.5%
COc1cc(F)c(S(=O)(=O)Nc2ccccc2-c2n[nH]c(C3CC3)n2)cc1OC
→ -4.7% | 4.6%
CC(C)(C)c1ccc(OCCn2cc(C(=O)C(F)(F)F)c3ccccc32)cc1
→ -19.6% | -14.0%
CSc1ccccc1C(=O)Nc1ccc(CSc2ccccc2)cc1
→ -2.8% | -2.9%
Cc1cccc(C(=O)OCC(=O)c2cccs2)c1O
→ 29.4% | 4.8%
CCCN(CCC)C(=O)C1CCN(c2ncnc3c2nc2n3CCCCC2)CC1
→ -18.1% | -3.9%
O=[N+]([O-])c1ccc(Nc2ccc(Cl)cc2)c2nonc12
→ -15.1% | -6.0%
COc1ccc(-n2c(=O)[nH]c3cc(C(=O)NCCc4ccccc4)ccc3c2=O)cc1OC
→ -13.9% | -9.1%
CCc1ccc(NC(=O)Cn2c(=O)n(-c3ccc(OC)cc3)c(=O)c3ccc(C(=O)NCc4ccc(C)cc4)cc32)cc1
→ 3.6% | -1.4%
CCCc1cc(=O)[nH]c2nnc(SCCC(C)C)n12
→ 2.3% | 4.5%
CNC(=O)NC(=O)CN(C)C1CCCC1
→ -8.6% | -12.7%

# Next section
# The line under a structure holds: AID inh | UDG counterscr
CCCCOc1ccc(CNC(=O)c2cccc(NC(=O)N3CCSc4ncccc43)c2)cc1
→ -2.3% | 34.0%[activator]
COc1ccc(Nc2nc(N3CCN(c4ccccc4)CC3)c3nccnc3n2)cc1
→ -8.3% | 4.9%
N[C@@H]1CONC1=O
→ -5.7% | -13.3%
CCc1cccc(C)c1NC(=O)C(C)n1c2ccccc2c2nc(=O)cc(C)n21 (stereo not drawn)
→ 1.2% | 0.9%
O=C1c2ccccc2-c2cc(NCc3ccccc3)nc3cccc1c23
→ 34.6%[activator] | -4.8%
Cc1ccc(S(=O)(=O)Cc2nc(-c3ccc(C(=O)NC4CCCC4)cc3)oc2C)cc1
→ 5.5% | -4.3%
